ALOX12 inh: blocks human arachidonate 12S-lipoxygenase. P18054. 580,000 compounds, 1.1% hits. AID 1671190. purified 12hLO, xylenol orange hydroperoxide absorbance. Potency, µM (highest dose often 108 µM), for inactives: at the highest dose activity change, negative = inhibition, usual class: inhibitors; active = well fitted inhibition curve with a large enough effect; inconclusive = small, poorly fitted or top-dose-only effect, or another doubt; inactive = no such curve, though single readings can be large or run the other way
Target sequence (P18054 whole entry, looked up): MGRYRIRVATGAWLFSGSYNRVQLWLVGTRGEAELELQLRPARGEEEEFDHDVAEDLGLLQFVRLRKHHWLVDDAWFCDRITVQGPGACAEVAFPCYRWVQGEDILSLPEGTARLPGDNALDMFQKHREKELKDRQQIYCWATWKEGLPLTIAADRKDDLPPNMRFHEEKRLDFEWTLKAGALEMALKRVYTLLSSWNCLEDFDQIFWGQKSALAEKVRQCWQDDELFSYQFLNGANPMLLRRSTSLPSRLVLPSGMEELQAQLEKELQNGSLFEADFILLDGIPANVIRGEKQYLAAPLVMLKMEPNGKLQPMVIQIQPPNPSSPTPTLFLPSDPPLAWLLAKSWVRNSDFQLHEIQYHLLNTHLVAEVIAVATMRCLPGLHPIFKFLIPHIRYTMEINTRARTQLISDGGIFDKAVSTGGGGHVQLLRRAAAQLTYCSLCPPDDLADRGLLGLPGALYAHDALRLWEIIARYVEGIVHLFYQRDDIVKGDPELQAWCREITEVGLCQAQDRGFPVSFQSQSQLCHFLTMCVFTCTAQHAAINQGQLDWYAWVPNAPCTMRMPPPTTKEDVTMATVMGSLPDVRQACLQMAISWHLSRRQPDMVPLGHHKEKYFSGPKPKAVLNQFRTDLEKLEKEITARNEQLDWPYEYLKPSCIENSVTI
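Hydroperoxide product was detected by ferrous iron/xylenol orange as the 573 to 405 nm absorbance ratio. Arachidonic acid at 40 uM (final) was turned over for 30 min at room temperature by 150 nM human 12hLO, pH 7.0 Hepes buffer, after 15 min compound preincubation.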
* = called active by the depositor; ? = inconclusive; & = joins results of further samples; [ ] = another dose, or the depositor's remark. % is scaled to controls: 0 for no effect and ±100 for the full control effect; potency is read from the fitted curve at half-maximal effect.

compound | ALOX12 inh
CCOCC(=O)N1CCC(N2C(=O)C3(CCCCC3)C2c2ccccc2)CC1 (configuration not stated) | 28.6%
Cc1ccc2c(c1)CN(CCNC(=O)c1ccc3nc(C)[nH]c3c1)CC(C)O2 (configuration not stated) | 15.1%
Cc1ccc(-n2nc(C)c([C@@H]3C=C[C@@H](NCc4ccc(F)cc4)C3)c2C)cc1Cl | ?
COc1ccc(NC(=O)CN2C(=O)NC3(CCCCC3)C2=O)c(OC)c1 | -1.0%
COc1ccccc1C(=O)N1CCC2(COc3ccncc3[S+](=O)([O-])N2)C1 (configuration not stated) | 1.4%[6.33 µM]
COCC(C)NC(=O)CCc1ncc(-c2ccc(C)c(C)c2)o1 (configuration not stated) | -12.0%
COc1ccc(CN2C[C@@H]3C(=O)N(C)C(=O)[C@@H]3C2)c(OC)c1 | 51.5%[activator]
Cc1nc(NCCn2ncc3ccccc3c2=O)cc(C2CC(O)C2)n1 (configuration not stated) | 19.6%
OCC1CN(C2CCC2)CC12CCN(Cc1ccsc1)CC2 (configuration not stated) | 76.3%[activator]
Cc1ccc(N(Cc2ccco2)C(=O)CCc2ncc(-c3c(F)cccc3F)o2)cc1 | ?

A second format for part of the listing above:
CCOCC(=O)N1CCC(N2C(=O)C3(CCCCC3)C2c2ccccc2)CC1 (configuration not stated)
  ALOX12 inh: 28.6%

Cc1ccc2c(c1)CN(CCNC(=O)c1ccc3nc(C)[nH]c3c1)CC(C)O2 (configuration not stated)
  ALOX12 inh: 15.1%

Cc1ccc(-n2nc(C)c([C@@H]3C=C[C@@H](NCc4ccc(F)cc4)C3)c2C)cc1Cl
  ALOX12 inh: ?

COc1ccc(NC(=O)CN2C(=O)NC3(CCCCC3)C2=O)c(OC)c1
  ALOX12 inh: -1.0%

New compounds follow.
compound | ALOX12 inh
COC1CCCN(C(=O)c2cc(-c3cccc(N(C)C)c3)cc3ncn(C)c23)C1 (configuration not stated) | 9.9%[176 µM]
Cc1ccc2nc(C(=O)O)[nH]c2c1 | 13.9%
CCC(C)NC(=O)CC1Sc2ncccc2N(CC(C)C)C1=O (configuration not stated) | -2.8%
Clc1cccc(-n2c(SCc3nnnn3-c3ccccc3)nnc2N2CCCC2)c1 | ?
CC(C)n1nc(C(=O)Nc2nc(-c3ccc(Cl)s3)cs2)c2ccccc2c1=O | 2.1%
Cc1nc(-c2c3n(c(=O)n(CC(=O)Nc4ccc(Cl)cc4F)c2=O)CCCC3)no1 | -11.7%
Cc1cc(C)n(CCC(=O)N2[C@@H]3CC[C@H]2CC(NC(=O)c2ccc(F)cc2)C3)n1 (some centres not stated) | 33.6%[activator]
CCNc1ncc(CN2CCC(N)(C(=O)O)C2)cn1 (configuration not stated) | 36.5%
Cc1cc(CNC(=O)[C@@H]2CCC[C@@H](NCC3CC3)CN(C)C(=O)C2)no1 | 15.8%[176 µM]
CCOCCn1c(=O)n(Cc2noc(C(C)(C)C)n2)c2cc(C(=O)O)cnc21 | 31.3%

(listing goes on)
compound | ALOX12 inh
Cc1cccc(N(C)C(=O)Cn2c(=O)n(-c3ccc(F)cc3)c(=O)c3c2cc(C)n3C)c1 | 16.1%
CN1CCCN(C[C@@H]2CN(C(=O)CCc3ccc(F)cc3)C[C@@H]2CO)CC1 | -22.4%
CN(Cc1ccc(-c2ccc(Br)cc2)o1)C(=O)CSc1nnc(C2CC2)n1C1CC1 | ?
CS(=O)(=O)N1CCN(c2ccc(NC(=O)COc3ccc(Cl)cc3)cc2)CC1 | -2.9%
COCC1CN(C(=O)NCc2cccc(OC)c2)CC12CCNCC2 (configuration not stated) | ?
COc1cccc(-c2cncnc2NCc2ccccc2)c1 | ?
COc1cccc(CN2CCC(N3C(=O)C4(CCCCC4)C3c3ccncc3)CC2)c1OC (configuration not stated) | 24.6%
OC(c1ccccc1)(c1ccccc1)C1CCN(CCCOc2ccccc2)CC1 | ?
C=CCN(CC#CC1=CCCCC1)CC1CC1 | -37.7%
CC(=O)N1CCN(c2nc3c(s2)CC(C(=O)NCC2CCCCC2)CC3)CC1 (configuration not stated) | 35.8%

Next part:
compound | ALOX12 inh
COc1cccc(CC(=O)NC(c2ccccc2)c2ccccc2)c1 | -29.7%
O=S(=O)(NC[C@H]1OC[C@@H](NCc2ncc[nH]2)[C@@H]1O)c1ccccc1 | 81.5%[activator][176 µM]
O=C(CSc1nc2ncccc2c(=O)n1-c1ccccc1)NC(=O)NC1CC1 | 25.7%
CC1CN(C)C(C)(C)CC1O (configuration not stated) | 20.9%
O=C(C1CCC1)N1CCC2(CCN(Cc3ccccc3F)CC2)C(CO)C1 (configuration not stated) | ?
Cc1cccc(CCNC(=O)CCc2nc(C3CCCN3S(C)(=O)=O)no2)c1 (configuration not stated) | ?
CCCc1ccc(-c2cc(C(=O)Nc3cccnc3)c3ccccc3n2)cc1 | -11.7%
CN1CCOc2c(C(=O)NCc3cnn(C)c3)cc(-c3ccc(CO)cc3)cc21 | -4.2%[176 µM]
CC(=O)Nc1ccc2c(c1)nc1n2[C@@H](CNC(=O)c2ccccc2)COC1 | 22.2%[176 µM]
O=C(NCC1CCCO1)c1ccc(CSc2nc3cccnc3n2Cc2ccc(F)cc2)cc1 (configuration not stated) | -9.0%

New compounds follow:
compound | ALOX12 inh
CC(C)NC(=O)C(C)c1ccc([N+](=O)[O-])cc1 (configuration not stated) | 15.1%
O=C(Nc1nc(C23CC4CC(CC(C4)C2)C3)cs1)c1cc(-c2ccncc2)nc2ccccc12 | -37.7%
COc1ccc(NC(=O)Cn2c(-c3ccccc3)nc(C)cc2=O)cc1OC | ?
O=C1/C(=C/c2ccc(OCc3ccccc3)cc2)CCc2ccccc21 | -5.2%
CCOC(=O)c1ccc(Oc2c(C(F)(F)F)oc3cc(O)ccc3c2=O)cc1 | ?
O=C(N/N=C/c1ccccc1C(F)(F)F)C1CC1 | ?
CC(Sc1nnc(-c2ccco2)n1C)C(=O)N1CCc2ccccc2C1 (configuration not stated) | -29.2%
Cc1noc(C)c1CC(=O)N1CCCCCCNC(=O)CC1 | 23.8%
O=C(Nc1ccccc1Br)C1CC2CCCC(C1)C2=O (configuration not stated) | 6.9%
O=C(Nc1ccc(O)c(-c2nc3ccccc3o2)c1)c1cccnc1 | ?

(list continues)
compound | ALOX12 inh
CC(C)C(=O)NCCNC(=O)C1(c2ccccc2)CCC1 | 8.8%
O=C(c1cccc(Br)c1)N(Cc1cccc2[nH]ccc12)C1CC1 | ?
COCc1cc(=O)n(CC(=O)Nc2cc(C(F)(F)F)ccc2Cl)c(N2CCOCC2)n1 | 24.5%
CN(C)CCC(OC(=O)C1(c2ccccc2)CCCC1)c1ccccc1 (configuration not stated) | ?
Cc1ccc(S(=O)(=O)N2C3CC(c4ccccc4)N(S(=O)(=O)c4cccc(Cl)c4)CC3C(=O)C[C@H]2c2ccccc2)cc1 (some centres not stated) | -10.1%
C[C@]1(O)CCN(C(=O)c2cccc(Oc3ccccc3)c2)C[C@@H]1O | 71.4%[activator]
Cc1cc(C(=O)N2[C@@H]3CC[C@H]2CC(NC(=O)c2ccc(F)cc2)C3)n[nH]1 (some centres not stated) | 26.5%
COc1cccc(CNC(=O)c2c(OC)cc(=O)n3c2CCN(C(=O)c2csc(C)n2)CC3)c1 | 17.8%
COc1ccc(CCNC(=O)Cn2cccc2-c2nc(-c3ccc4c(c3)OCO4)no2)cc1OC | 23.1%
Cc1ccc(NC(=O)Cc2nc(CSc3nncn3-c3cc(C)ccc3C)cs2)cc1 | -12.6%

Continuation.
compound | ALOX12 inh
C=CCC(O)(CC=C)C(C)NC(=O)c1ccc(OC2CCN(Cc3ccccn3)CC2)cc1 (configuration not stated) | 13.2%
CCCS(=O)(=O)N1CCN(Cc2cc(=O)n3nc(-c4ccc(Cl)cc4)sc3n2)CC1 | ?
Cc1ccccc1CC(=O)N1CCN(c2cc(-c3cccs3)[nH]n2)CC1 | 27.4%
Cc1ccc(C(=O)Nc2cnn(-c3ccc(C(=O)NCc4nc(-c5ccccc5)n[nH]4)cc3)c2)c(C)c1 | 3.0%
O=C1Nc2ccc(-c3ccc(Cl)cc3)cc2C(=O)N2CCN(C(=O)c3cccnc3)C[C@H]12 | 17.2%
CCOc1ccccc1C(=O)N1CCC[C@H]1c1nc(-c2ccc(OC)cc2)no1 | 29.2%
O=C(CN(Cc1ccco1)S(=O)(=O)c1ccccc1)Nc1ccc2c(c1)OC1(CCCCC1)O2 | ?
O=C(c1ccc(Cl)cc1)N1CCC2(COc3ccncc3[S+](=O)([O-])N2)C1 (configuration not stated) | ?
CCCCNC(=S)N(C)/N=C/c1ccc(N(CC)CC)cc1 | ?
COC(=O)c1noc(-c2ccc(Cl)cc2)n1 | -25.4%

Next compounds:
compound | ALOX12 inh
COCCNc1cc(-c2ccnc(SC)n2)c2cc[nH]c2n1 | 65.8%[activator]
C=CCNC(=O)NC(=O)CN(CC)Cc1cccs1 | 18.4%
O=Cc1ccccc1Oc1ccc(F)c(Cl)c1 | 13.0%[12.5 µM]
CC(C(=O)O)N1CC2(CCC1=O)CCN(C(=O)CN1CCCC1)CC2 (configuration not stated) | 9.1%
O=S(=O)(/C=C/c1ccccc1)N1CCC(n2c(C3CCCO3)nc3cccnc32)CC1 (configuration not stated) | 20.5%
C=CCN1C(C(=O)OC)CN(Cc2cn(Cc3ccc(OC)cc3)nn2)CCS1(=O)=O (configuration not stated) | ?
O=c1c2nccnc2nc(SCc2cccc(Cl)c2)n1Cc1ccc2c(c1)OCO2 | -62.8%
Cc1cc(S(=O)(=O)NCC2CCOCC2)ccc1F | -16.5%
CC(C(=O)NCc1ccccc1F)C1CCOCC1 (configuration not stated) | 10.2%
Cn1cc(C(NC(=O)c2cnc(N)nc2-c2ccccc2)C2CC(O)C2)cn1 (configuration not stated) | 21.4%

Some of these compounds in order of the ALOX12 inh value, rising:
compound | ALOX12 inh
O=c1c2nccnc2nc(SCc2cccc(Cl)c2)n1Cc1ccc2c(c1)OCO2 | -62.8%
CC(C(=O)O)N1CC2(CCC1=O)CCN(C(=O)CN1CCCC1)CC2 (configuration not stated) | 9.1%
C=CCNC(=O)NC(=O)CN(CC)Cc1cccs1 | 18.4%
O=S(=O)(/C=C/c1ccccc1)N1CCC(n2c(C3CCCO3)nc3cccnc32)CC1 (configuration not stated) | 20.5%

Going on with the list.
compound | ALOX12 inh
COC(=O)C1(C(=O)OC)c2ccccc2N(S(=O)(=O)c2ccc(C)cc2)C1CC(=O)c1ccccc1 (configuration not stated) | 4.8%
O=S(Cc1ccccc1)Cc1cccc(Cl)c1 (configuration not stated) | ?
c1cncc(-c2n[nH]c(C3CCCCN3)n2)c1 (configuration not stated) | 20.3%
COC[C@H]1NC(=O)CC[C@H]1C(=O)NCCCc1ccccc1 | 11.8%
COc1ccc2c(ccn2CC(=O)NCc2ccccc2OC)c1 | 3.6%
CCS(=O)(=O)N1CCC(NC(=O)c2ccc3ccccc3n2)CC1 | ?
O=C(Cn1ccccc1=O)Nc1ccc(F)cc1Cl | ?
Cc1ccc(NC(=O)c2sc3c(c2C)C(c2cccnc2)CC(=O)N3)cc1 (configuration not stated) | -10.6%
Cc1noc(C)c1-c1cc2c(cc(C)n2C)c(NC2CCN(C)CC2)n1 | 16.2%[176 µM]
CC(C)c1cccc(O)c1 | 7.8%[176 µM]

(cont.)
compound | ALOX12 inh
COc1ccc(CN2Cc3[nH]cnc3C[C@H]2C(=O)NCc2ccco2)cc1 | 199.8%[activator][176 µM]
CCCOc1c(Cl)cc(/C=C(/C#N)C(=O)OC)cc1OCC | 9.0%
CCC(C)NC(=O)C1COC2(CCN(C(=O)c3ccc(F)cc3)CC2)N1C(=O)c1cccc(OC)c1 (configuration not stated) | 15.9%
Cc1ccc(C(=O)NC[C@H]2O[C@@H](CC(=O)N3CCN(c4ccc(F)cc4)CC3)[C@H](O)[C@@H]2O)cc1 | -19.9%
COc1ccc(C(=O)Nc2c(NC3CCCCC3)c3ccccc3oc2=O)cc1 | ?
CNC(=S)NNC(=O)C1CCCCC1 | -2.4%
Cc1ccc(-n2cccc2)cc1N | -37.5%
COC(=O)C1CN(C2CCCC2)CCS(=O)(=O)N1Cc1ccc(OC)cc1 (configuration not stated) | 6.8%
O=C(NCCNC(=O)c1cc2ccccc2[nH]1)C(=O)N1CCCC1 | -14.0%
COc1cccc([S+](=O)([O-])N2CCCC3(CC(c4cccnc4)=NO3)C2)c1 (configuration not stated) | 10.4%&0.7%[6.33 µM]

Next part
compound | ALOX12 inh
CC(=O)N1CCC2(CC1)CC(=O)N(c1ccccc1)c1ccccc1O2 | 15.6%
CN1C[C@H](O)C[C@H]1c1nnc2n1CCN(C(=O)CCc1c[nH]c3ccccc13)CC2 | 1.1%
O=C(Nc1ccnc(Cl)c1)C1CC2CCC1C2 (configuration not stated) | -11.1%
Cn1nccc1C(=O)N1CCC2(CC1)NCCc1c2[nH]c2ccccc12 | 5.5%
C=CC(=O)NC(NC(=O)C=C)c1ccc(Cl)cc1 | 6.4%
COc1ccccc1CCC(=O)N1CCC2(CC1)N=C(c1ccc(Cl)cc1)NO2 | -0.5%
Cc1c(O)cccc1C(=O)N1CC[C@@H](NC(=O)c2ccccn2)[C@H](O)C1 | -10.9%
COc1c(F)cccc1C(=O)N1CCC(Cc2ccc(C(=O)O)cc2)C1 (configuration not stated) | 35.2%[activator]
O=C(NCc1c[nH]c2ncccc12)C1CCCC1 | 36.0%[activator][176 µM]
CS(=O)(=O)N1Cc2ccccc2CC2(CCN(CC3CCNC3)C2)C1 (configuration not stated) | -14.1%[6.33 µM]
Cc1ccc2[nH]c(=O)c(CN(C)S(C)(=O)=O)cc2c1 | 34.4%[activator]
Cc1nccc(N2CCC(Oc3cnc4c(ccn4CCN[S+](C)(=O)[O-])c3)CC2)n1 | 2.1%[176 µM]
CCOc1ccc(NC(=O)COc2ncnc3ccccc23)c([N+](=O)[O-])c1 | -10.0%

Assay outcomes as filed in PubChem BioAssay.

A portion of the library (hit frequency here may not be typical).
